GRK2 inh – compounds blocking aptamer binding on GRK2 – biochemical, human GRK2, bead flow cytometry, HTS, primary screen. 330,000 compounds, 0.59% hits. FAM-aptamer displacement from GRK2. inhibition of aptamer binding, % at 10 µM;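 active = inhibition of aptamer binding above 40%, roughly 3 SD of noise, on plates passing a quality check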;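 also: median bead fluorescence of bound FAM aptamer so fluorescent compounds give negative values; no value below 0 was filed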
Target sequence (P25098 whole entry, looked up): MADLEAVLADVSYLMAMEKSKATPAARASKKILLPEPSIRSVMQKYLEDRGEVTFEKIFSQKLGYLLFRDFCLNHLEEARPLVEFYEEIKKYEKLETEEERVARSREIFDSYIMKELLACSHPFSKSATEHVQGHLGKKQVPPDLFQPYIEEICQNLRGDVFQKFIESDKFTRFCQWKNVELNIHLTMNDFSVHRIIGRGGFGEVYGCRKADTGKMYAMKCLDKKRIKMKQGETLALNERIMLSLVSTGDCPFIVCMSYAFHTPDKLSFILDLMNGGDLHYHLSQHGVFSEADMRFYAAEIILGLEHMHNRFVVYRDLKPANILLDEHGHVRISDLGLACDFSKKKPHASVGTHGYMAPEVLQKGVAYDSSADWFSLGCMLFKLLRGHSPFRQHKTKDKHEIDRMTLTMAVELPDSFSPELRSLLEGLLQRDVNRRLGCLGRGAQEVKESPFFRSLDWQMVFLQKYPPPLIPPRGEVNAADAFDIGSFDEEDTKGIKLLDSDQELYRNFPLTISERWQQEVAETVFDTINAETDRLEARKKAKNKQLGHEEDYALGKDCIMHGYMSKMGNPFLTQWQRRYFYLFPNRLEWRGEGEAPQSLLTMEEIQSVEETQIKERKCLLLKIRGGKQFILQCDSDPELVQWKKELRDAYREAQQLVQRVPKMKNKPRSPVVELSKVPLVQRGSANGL
Fam108B counter – mouse Fam108B serine hydrolase inhibitors, primary screen, counter-screen for RBBP9 inhibitor project, biochemical, fluorescence polarization; recombinant Fam108B, FP-Rh probe fluorescence polarization; inhibition, % at 9.51 µM; AID 1947, 2009; 300,000 compounds, 0.33% hits;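 active = inhibition above the screen mean inhibition plus 3 SD, computed separately per campaign, cut at about 18% in these data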;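 also: inhibitors lower polarization as less probe binds the enzyme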
AGP1-GFP MLPCN – modulators of AGP1-GFP expression in yeast TOR pathway, primary screen, cell-based, multiplex flow cytometry, S. cerevisiae, MLPCN library; 3 h; GFP as percent of DMSO wells; GFP response vs DMSO, % at 10 µM; 320,000 compounds, 0.02% hits;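 active = GFP response relative to DMSO above a set limit, near screen average plus 3 SD, cut at about 150% in these data; inconclusive = fewer than 70 cells counted for the yeast strain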;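 also: median GFP channel fluorescence of the gated AGP1 strain per well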
MCL1 BIM primary – inhibitors of MCL1 binding to BIM-BH3, primary screen, biochemical, fluorescence polarization | 320,000 compounds, 0.68% hits | GST-MCL1 / FITC-Bim-BH3 fluorescence polarization | inhibition, % at 10.9 µM;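 active = inhibition above the mean inhibition of all tested compounds plus 3 SD, set per campaign, cut at about 40% in these data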;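 also: 0% = DMSO wells and 100% = unlabeled Bim-BH3 peptide control; higher means more loss of mP so more displacement of Bim peptide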
GLD-1 TGE inh – GLD-1/TGE RNA complex disruptors, primary screen, biochemical, fluorescence polarization | Female germline-specific tumor suppressor gld-1 (Caenorhabditis elegans), Q17339 | purified GLD-1 + fluorescein TGE RNA | inhibition, % at 5.96 µM | 320,000 compounds, 0.44% hits | AID 2280, 2010;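 active = percent inhibition above a per-plate cutoff, the plate mean of test compounds plus 3 SD, cut at about 30% in these data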;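 also: 0% = DMSO wells with GLD-1 and probe and 100% = wells lacking GLD-1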
MEX-5 binding – MEX-5 zinc finger RNA-binding disruptors – biochemical, C. elegans, fluorescence polarization, MLPCN library, primary screen; Zinc finger protein mex-5 (Caenorhabditis elegans), Q9XUB2; MEX-5/FITC-TCR2 RNA binding; hits give low values; activity score (negative = inhibition of binding), % at 10 µM; 300,000 compounds, 0.38% hits; AID 1832, 2009;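 active = inhibition past about -25% in most replicates, and total fluorescence under double the plate's negative control median, limit read from the data; inconclusive = replicates evenly split on the limit, or fluorescence at least double controls; inactive = too little inhibition in most replicates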;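 also: 0% = DMSO and -100% = 5 µM competing unlabeled TCR2 RNA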
Bcl-xL primary – inhibitors of human Bcl-xL, primary screen, biochemical, fluorescence polarization, HTS; Bcl-2-like protein 1 (Homo sapiens), Q07817; GST-Bcl-xL / FITC-Bim BH3 peptide fluorescence polarization; inhibition, % at 10.9 µM; 320,000 compounds, 0.7% hits; AID 2129, 2009;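 active = inhibition above the mean of all tested compounds plus 3 SD, cutoff set per campaign, cut at about 30% in these data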;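 also: 0% = DMSO wells and 100% = unlabeled Bim-BH3 peptide competitor; inhibitors lower millipolarization by displacing the labeled peptide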
Target sequence (Q07817 whole entry, looked up): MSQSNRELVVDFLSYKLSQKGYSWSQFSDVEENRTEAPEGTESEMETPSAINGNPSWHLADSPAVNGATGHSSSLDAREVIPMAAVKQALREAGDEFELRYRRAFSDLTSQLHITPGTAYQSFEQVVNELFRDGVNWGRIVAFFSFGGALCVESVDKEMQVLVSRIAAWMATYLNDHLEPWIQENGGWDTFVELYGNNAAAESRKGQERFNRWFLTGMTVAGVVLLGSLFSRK
VLA-4 inh – inhibition in human VLA-4 binding assay, primary screen, VLA-4 allosteric modulator project, MLPCN library, flow cytometry, VLA-4 expressing cells. Integrin alpha-4 (Homo sapiens), P13612. ligand binding flow cytometry. inhibition, % (about 7 µM as worked out from the volumes in the protocol). 330,000 compounds, 0.2% hits. AID 2557, 2010; in the data active = inhibition above about 50%
CIT2-GFP yeast – modulators of CIT2-GFP expression in yeast, primary screen, S. cerevisiae, GFP fusion, multiplex flow cytometry, MLPCN library; S. cerevisiae CIT2-GFP strain, 3 h; 100 means same as DMSO wells; GFP response vs DMSO, % at 10 µM; 320,000 compounds, 0.065% hits; AID 2029, 2009;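 active = GFP response relative to DMSO above a set limit, near the screen mean plus 3 SD, cut at about 150% in these data; inconclusive = Fewer than 70 cells measured for a yeast strain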;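 also: ratio of well median GFP fluorescence to mean of DMSO wells on the plate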
* marks the source's active call; other numbers are inactive results; ? = inconclusive; nt = no result given.

SMILES	GRK2 inh	Fam108B counter	AGP1-GFP MLPCN	MCL1 BIM primary	GLD-1 TGE inh	MEX-5 binding	Bcl-xL primary	VLA-4 inh	CIT2-GFP yeast
COc1ccccc1C(=O)NCC(=O)N/N=C/c1ccc2c(c1)OCO2	0	1	102	2	-3	0.2	3	14	101
O=C(NCC1CCCO1)c1ccc(Oc2ccc([N+](=O)[O-])cc2Cl)cc1 (centres undefined)	0	1	100	-3	4	-0.8	2	9	106
CCC(Sc1nc(=O)cc(N)n1-c1cccc(C)c1)C(=O)Nc1cc(C)on1 (centres undefined)	0	-7	101	-5	-1	0.9	-7	17	99
CCOC(=O)c1c(S(=O)(=O)Nc2cccc(Cl)c2)c(C)n(C)c1C	3	1	107	9	7	0.9	0	-5	113
Cc1ccc(CNC(=S)Nc2ccc(NS(=O)(=O)c3ccc(C)cc3)cc2)cc1	0	nt	83	nt	nt	0.0	nt	21	104
CC(=O)c1c(C)[nH]c(C(=O)OCC(=O)N2CCCC2=O)c1C	1	nt	100	-10	5	nt	-6	1	97
O=C(CSc1ncn[nH]1)Nc1ccc2c(c1)CCC2	0	6	102	4	4	1.9	2	19	97
N#CC1=C(C=Nc2ccccc2O)CCC1	1	4	109	12	-3	-2.1	7	-4	109
Cc1cc(Cn2nc(C(=O)NCc3cccc(C(F)(F)F)c3)cc2-c2ccccc2)on1	nt	6	nt	4	-11	nt	5	nt	nt
CCCC(=O)NC(c1ccc2c(c1)OCO2)c1cc(Cl)c2cccnc2c1O (centres undefined)	4	10	101	15	3	1.2	7	0	109
O=C(NC1CCCC1)c1cccc2c1C(=O)c1ccc(Cl)cc1S2(=O)=O	2	nt	71	-5	3	nt	3	8	103
Cc1cc(OCC(=O)Nc2ccccc2C)no1	2	nt	93	0	-1	nt	-1	17	90
CC1CC(C)CN(C(=O)c2ccc3c(=O)n(Cc4ccc5c(c4)OCO5)c(=S)[nH]c3c2)C1 (centres undefined)	4	-9	110	8	9	-2.8	4	-1	105
CCCCNC(=O)CO/N=C(\C)c1cc2ccccc2o1	1	2	97	1	1	-1.3	5	12	94
N/C(CCS(=O)(=O)c1ccc(Cl)cc1)=N\OC(=O)c1ccccc1C(F)(F)F	1	-1	96	-5	-5	-1.0	-4	0	98
Cn1c(=O)[nH]c(=O)c2c1nc(SCCO)n2CC(O)COc1ccccc1 (centres undefined)	0	6	102	7	-4	-4.4	5	2	92
c1ccc(-c2ccc(CN3C[C@@H]4C(c5ccccc5)C5(c6cccnc6)CC4(C5)[C@H]3c3ccccc3)cc2)cc1 (some centres undefined)	0	-1	71	2	-5	1.6	-1	13	62
Cc1ccc(Sc2oc(/C=N/n3cnnc3)cc2Br)cc1	2	2	94	6	11	2.5	5	27	98
CC(=O)N1CCN(Cc2nc3cc(NC(=O)c4cccc(Br)c4)ccc3n2C)CC1	0	0	110	0	-6	0.9	5	8	99
COc1ccccc1C(CNC(=O)c1oc2ccccc2c1C)N1CCCC1 (centres undefined)	0	nt	97	3	-2	nt	-3	-8	99
CC(C)(O)C(O)COc1c2ccoc2cc2oc(=O)ccc12 (centres undefined)	1	5	101	7	5	1.9	5	26	100
COc1ccc(NC2CCCN(C(=O)c3ccc(C(C)=O)s3)C2)cc1 (centres undefined)	2	8	97	-3	-1	1.9	7	2	102
O=S(=O)(c1ccc(F)cc1)c1nc(-c2ccco2)oc1Nc1ccccc1	1	1	96	3	3	0.2	6	-2	97
CC(C)c1ccccc1NC(=O)c1cccnc1	1	-1	?	17	4	0.3	5	15	?
Cc1cccc(OCCn2c(=O)sc3ccccc32)c1	0	1	101	5	2	0.9	3	1	104
CCn1c(O)c(C=NCc2ccccc2)sc1=S	4	4	100	1	5	0.3	5	-3	87
COC(=O)CNC(=O)/C=C/c1ccc(OC)cc1	1	-1	98	3	1	-3.3	5	9	99
COc1ccc(S(=O)(=O)Nc2ccc(NC(C)=O)cc2)cc1Br	0	-4	98	2	1	-0.9	4	29	97
Cc1ccc(C(C(=O)NC2CCCC2)N(Cc2ccc3c(c2)OCO3)C(=O)c2snc(C(N)=O)c2N)cc1 (centres undefined)	0	4	89	12	9	-1.0	8	3	82
CC(Sc1nc2ccccc2s1)C(=O)N1CCOCC1 (centres undefined)	0	-2	98	1	11	1.1	6	4	96
CC(=O)Nc1ccc(NC(=O)c2ccc(N(Cc3ccccc3C)S(C)(=O)=O)cc2)cc1	0	0	nt	-1	6	0.3	4	6	nt
Cc1ccc(N(CC(=O)NCc2ccccc2)S(=O)(=O)c2c(C)noc2C)cc1	0	4	98	0	-8	-1.2	0	5	103
Cc1cc(C)c2c(=O)[nH]c(SCc3ccccc3C)nc2n1	0	-1	95	-2	5	-0.9	-1	7	92
O=C(Cc1ccccc1)Nc1ccc(NC(=O)c2cccs2)cc1Cl	0	2	94	5	3	-0.6	6	5	99
Oc1ccc(/C=C/c2ccnc3ccccc23)cc1	0	5	97	-3	-23	2.4	6	21	97
Cn1c(=O)c2c(nc(OCC3COC(C)(C)O3)n2Cc2ccccc2F)n(C)c1=O (centres undefined)	0	6	110	8	3	0.5	7	-1	109
O=C(N1CCOCC1)N1CCC(n2nnc3cc(F)ccc32)CC1	0	9	100	87*	40*	-27*	76*	-3	102
O=S(=O)(c1ccccc1Oc1ccc(Cl)cc1Cl)N1CCCCC1	0	2	110	-7	11	nt	1	4	103
Cc1c(C(=O)Nc2nccs2)oc2ccc(Br)cc12	4	nt	101	nt	-10	nt	nt	-3	115
COc1ccc(OC)c(/C=N\NC(=O)c2ccc(-c3ccccc3)cc2)c1	0	nt	90	nt	nt	nt	nt	11	94
CCNC(=O)NC(=O)CSc1nnc(-c2c[nH]c3ccccc23)o1	0	-1	94	-11	-2	-1.0	-5	-8	95
CCc1ccc(S(=O)(=O)Nc2cccc(-c3ccc4nncn4n3)c2)s1	1	1	96	-5	0	0.5	-2	7	100
COc1ccccc1CNC(=O)[C@@H](NC(=O)C1CCN(C(=O)[C@@H]2CCCN2C(=O)OC(C)(C)C)CC1)C(C)C	0	0	98	0	1	-1.8	1	-7	95
C/C(NCC(C)(C)CN(C)C)=C(/C#N)C(=O)NCc1ccccc1	0	0	105	0	7	1.4	-1	15	107
CC1=C(C(=O)Nc2ccccc2C)C2(CCCCC2)C(C(N)=O)C(=S)N1 (centres undefined)	0	1	110	12	-1	-0.2	2	-43	113
CCOC(=O)N1CCc2c(sc3c2c(=O)n(Cc2ccccc2)c(=O)n3Cc2ccccc2F)C1	5	1	111	-7	5	-1.5	-6	-10	106
CCCCCCCN1C(Nc2ccccc2)=NC[C@@H]1Cc1ccccc1	0	2	83	0	5	2.4	3	35	66
CCC(C(=O)Nc1sc(C(N)=O)c(C)c1C(=O)OC)c1ccccc1 (centres undefined)	6	7	101	1	4	nt	6	8	98
N=C(c1ccc([N+](=O)[O-])cc1)N1CCCCCC1	0	1	96	0	2	-0.8	6	8	86
O=C(CNC(=O)c1ccccc1)N/N=C/c1cc(Br)ccc1O	2	2	93	5	1	2.2	-3	9	101
COc1ccc(C(=O)NC2CCN(Cc3c(F)cccc3Cl)CC2)cc1OC	0	5	98	8	2	-1.1	4	16	93
O=C(CC1CCCC1)Nc1ccc2c(c1)CCC2	0	-2	91	-8	1	-0.9	5	-8	91
COCCCNC(=O)CCn1c(=O)c2ccccc2n(CC(=O)NCCC2=CCCCC2)c1=O	4	3	102	1	-4	0.9	2	-11	108
Cc1c(C(=O)N2CCCCC2)c(S(=O)(=O)NCc2ccc(F)cc2)c(C)n1C	0	1	99	5	-3	1.0	0	9	101
Nc1[nH][nH]c(=O)c1N=Nc1ccc2c(c1)OCO2	2	4	107	11	1	-4.3	9	8	105
COc1ccc(NC(=O)Cc2csc(NC(=O)Nc3ccccc3OC)n2)c(OC)c1	4	7	99	-1	8	-0.5	5	-17	100
CC1CN(S(=O)(=O)c2cccs2)CC(C)O1 (centres undefined)	2	-5	92	-4	4	nt	6	3	nt
Cc1nnc(SCC(=O)Nc2ccc3c(c2)OCCO3)n1CC1CCCO1 (centres undefined)	0	3	103	2	5	-5.5	4	24	100
O=C(CCN1CCN(C/C=C/c2ccccc2)CC1)Nc1ccc(Cl)cc1	0	-4	113	6	-1	0.7	3	0	114
CCOc1ccc(CCNC(=O)COC(=O)c2nc(Cl)ccc2Cl)cc1OCC	2	0	113	-8	6	-0.9	-3	8	94
Other entries follow:
SMILES	GRK2 inh	Fam108B counter	AGP1-GFP MLPCN	MCL1 BIM primary	GLD-1 TGE inh	MEX-5 binding	Bcl-xL primary	VLA-4 inh	CIT2-GFP yeast
COc1cccc(NC(=O)COC(=O)/C=C/c2ccco2)c1	3	nt	111	2	-2	nt	3	7	101
COc1ccc(NC(C)=O)cc1S(=O)(=O)Nc1ccc(S(=O)(=O)N2CCCCC2)cc1	0	nt	100	nt	-2	nt	nt	-2	95
COc1ccc(CCn2c(-c3ccco3)nc3ccccc3c2=O)cc1OC	0	-2	nt	11	-1	-0.1	6	-1	121
CC(C)CNC(=O)COC(=O)CNC(=O)c1cc(Cl)cc([N+](=O)[O-])c1	0	3	106	4	-1	0.5	3	7	90
O=C(OCC(=O)N1CCN(S(=O)(=O)c2ccccc2)CC1)C1CCC1	59*	nt	96	nt	3	nt	nt	32	98
O=C(Cc1ccc(-n2c(=O)[nH]c3ccsc3c2=O)cc1)NCc1cccnc1	4	-2	93	-10	-4	0.4	3	4	91
COc1ccc(CC(=O)N2CCN(C(=O)c3ccco3)CC2)cc1	2	0	105	-4	1	-1.4	0	7	103
O=c1c2ccccc2[nH]c(=S)n1CCCN1CCN(c2ccccc2F)CC1	1	2	97	13	-1	2.0	6	-4	97
CC(CN1CCOCC1)c1ccccc1 (centres undefined)	0	1	105	0	-2	-0.9	5	26	98
CCC(C)N(C(=O)COC(=O)c1ccccc1SCC(=O)N1CCCC1)C1CCS(=O)(=O)C1 (centres undefined)	0	-2	97	4	2	-1.3	2	-1	97
COc1cc(NC(=O)CN2C(=O)NC(c3ccccc3)(c3ccccc3)C2=O)cc(OC)c1	0	-6	103	6	3	3.7	4	8	100
Cc1cc(C)n2nc(SCC(=O)N3CCCC3)nc2n1	1	nt	97	nt	6	nt	nt	-3	101
